MEKK3 PB1 HTS – raises or lowers MEK5 binding to the human MEKK3 PB1 domain; Q99759; bead-based flow cytometry, Alexa488-MEK5 binding to MEKK3; actives lie on both sides; 0 = blocked by unlabeled MEK5, 100 = vehicle; binding response (% of control), % at 10 µM; actives 1.4% (n = 290,000); AID 1529;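 active = binding response more than 3 SD above or below the average of its plate-row segment, actives on both sides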;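 note: Alexa488 bead fluorescence after subtracting the streptavidin-only scavenger bead signal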
Target sequence (Q99759 whole entry, looked up, the tested form may be a part): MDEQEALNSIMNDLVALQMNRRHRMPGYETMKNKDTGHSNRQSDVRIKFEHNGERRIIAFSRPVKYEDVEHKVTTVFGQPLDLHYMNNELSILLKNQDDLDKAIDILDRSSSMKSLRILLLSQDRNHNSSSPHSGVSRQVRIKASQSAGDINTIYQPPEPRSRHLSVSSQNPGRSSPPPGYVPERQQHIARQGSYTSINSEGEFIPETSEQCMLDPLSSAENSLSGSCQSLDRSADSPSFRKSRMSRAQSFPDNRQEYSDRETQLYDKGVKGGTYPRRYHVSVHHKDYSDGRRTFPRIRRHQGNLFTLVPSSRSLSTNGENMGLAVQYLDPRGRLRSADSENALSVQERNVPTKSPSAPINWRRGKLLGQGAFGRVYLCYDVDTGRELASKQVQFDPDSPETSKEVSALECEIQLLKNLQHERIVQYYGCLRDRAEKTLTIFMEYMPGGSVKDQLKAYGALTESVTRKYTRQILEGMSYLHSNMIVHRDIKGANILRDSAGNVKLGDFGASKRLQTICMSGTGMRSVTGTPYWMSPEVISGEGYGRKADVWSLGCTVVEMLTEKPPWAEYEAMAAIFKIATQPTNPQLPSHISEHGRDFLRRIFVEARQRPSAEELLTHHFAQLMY
OXTR agonist – activates the human oxytocin receptor; actives 0.32% (n = 320,000); activation, % at 3 µM; P30559; CHO-OTR cells, Fluo-8 calcium fluorescence; normalized: DMSO 0%, oxytocin 100%;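 active = activation above the mean of all tested compounds plus 3 SD, cutoff set per screening run, cut at about 20% in these data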;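 note: peak over basal fluorescence ratio from a 100 s FLIPR kinetic read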
NALP1 inh – inhibitors of NALP1 inflammasome in yeast; actives 0.61% (n = 280,000); inhibition, % at 10 µM; S. cerevisiae NALP1/ASC/caspase-1 growth, X-gal OD620, 72 h; in the data active = inhibition mostly above about 24%, no sharp cut-off; inactive = mostly below about 32%; note: some compounds called inactive have numbers as strong as hits
MEKK2 mut-MEK5 – signal of MEK5 binding to mutant human MEKK2 PB1 domain | percent response, % at 10 µM | actives 0.35% (n = 290,000) | bead flow cytometry, Alexa488-MEK5 binding to MEKK2 mutant; in the data active = percent response above about 24%, passing the limit was not always enough; note: inactives centre near 1; some results filed as inactive read as strong as hits; reference of the scale not given here
V1R ag counter – activates human V1a receptor in oxytocin agonist counter-screen. P37288. CHO-V1R cells, Fluo-8 calcium fluorescence, agonist mode; 0% DMSO, 100% 3 nM vasopressin. activation, % at 3 µM. actives 0.25% (n = 320,000);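 active = activation above the mean activation of all tested compounds plus 3 SD, per screening run, cut at about 20% in these data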;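 note: signal is peak over basal fluorescence ratio across a 100 second FLIPR read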
MEKK2 WT-MEK5 – raises or lowers MEK5 binding to wildtype human MEKK2 PB1 domain | Q9Y2U5 | bead flow cytometry, Alexa488-MEK5 binding to MEKK2 WT; actives lie on both sides | binding response (% of control), % at 10 µM | actives 1.1% (n = 290,000) | AID 1531; in the data active = binding response below about 67% or above about 130%
GalR3 antag – blocks the human galanin receptor 3; HEK293 GalR3-CNG cAMP membrane potential fluorescence; galR3 body fused to GalR1 C-terminus; actives 0.44% (n = 360,000); O60755; inhibition, % at 3 µM;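 active = inhibition above the screen-wide average plus 3 SD, cut at about 13% in these data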;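 note: forskolin and galanin both at EC90 stimulate the cells; cAMP rise reported by CNG channel membrane potential dye signal; 0% = forskolin plus galanin with DMSO and 100% = forskolin alone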
PHOSPHO1 block – inhibitors of human PHOSPHO1 phosphatase; recombinant PHOSPHO1, absorbance phosphatase assay; actives 1.1% (n = 290,000); Q8TCT1; inhibition, % at 13.3 µM; in the data active = inhibition above about 60%
GPR7 antag – human neuropeptides B/W receptor 1 antagonism; P48145; GPR7-expressing cells, fluorescence antagonist assay; inhibition, % at 4.4 µM; actives 1.1% (n = 290,000); in the data active = inhibition above about 16%, passing the limit was not always enough;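 note: cells stimulated with the agonist NPW; 0% = agonist with vehicle and 100% = vehicle without agonist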
Target sequence (P48145 whole entry, looked up): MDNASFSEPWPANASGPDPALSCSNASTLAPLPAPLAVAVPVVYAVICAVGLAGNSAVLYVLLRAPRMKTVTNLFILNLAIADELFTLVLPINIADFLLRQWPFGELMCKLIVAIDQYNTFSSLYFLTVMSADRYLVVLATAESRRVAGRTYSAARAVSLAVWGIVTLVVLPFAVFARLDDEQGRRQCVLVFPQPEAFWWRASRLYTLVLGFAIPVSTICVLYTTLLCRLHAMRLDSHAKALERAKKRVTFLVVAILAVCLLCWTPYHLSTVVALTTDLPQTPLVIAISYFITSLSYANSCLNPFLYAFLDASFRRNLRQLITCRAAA
Numbers without * were called inactive; / = not tested or not shown.

# | SMILES | V1R ag counter | PHOSPHO1 block | GPR7 antag | OXTR agonist | MEKK2 mut-MEK5
1 | Cn1c(=O)c2c(nc(CN3CCCCC3)n2CCc2ccccc2)n(C)c1=O | -1.7 | 5 | 5 | -2.5 | 8
2 | O=[N+]([O-])c1ccc2nc(SCc3cn4cccnc4n3)[nH]c2c1 | -0.2 | -63 | -6 | 0.4 | -16
3 | c1ccc2c(c1)nc(NCc1ccc3c(c1)OCO3)n2CCN1CCOCC1 | -0.4 | 10 | -5 | -0.5 | 0
4 | COC(=O)c1[nH]c(C)c(/C(O)=C2\C(=O)C(=O)N(CCN3CCOCC3)C2c2ccco2)c1C (configuration not stated) | 0.9 | 19 | -8 | -0.3 | -6
5 | COc1ccccc1C(=O)Nc1ccnn1C1CCN(C(=O)c2cnsn2)CC1 | 0.4 | -22 | -2 | 0.0 | 4
6 | CCOC(=O)N1CCN(S(=O)(=O)N2CCCC(C(=O)NCc3ccc(F)cc3)C2)CC1 (configuration not stated) | 0.5 | 28 | -4 | 0.1 | -1
7 | c1ccc(CSc2ccc(-c3cccnc3)nn2)cc1 | -0.5 | -35 | -1 | -0.6 | -2
8 | CC1CCCCC1NC(=O)C1CCCN1S(=O)(=O)c1cccc2nsnc12 (configuration not stated) | 0.8 | 21 | -6 | -0.8 | -2
9 | COc1cc(/C=N/n2c(-c3cc(C)[nH]n3)n[nH]c2=S)ccc1O | 1.7 | -65 | -11 | -0.1 | 6
10 | CN(C)/N=C/C=C1\CCC/C(=C/c2cccs2)C1=O | 1.6 | -4 | -7 | 0.9 | -6
11 | Cc1cc(OC(=O)c2ccccc2C(F)(F)F)c([N+](=O)[O-])c(=O)[nH]1 | 0.9 | 25 | -6 | 0.6 | 0
12 | Cc1ccc(C)c(-n2ccnc2SCC(N)=O)c1 | 2.2 | 34 | -3 | 0.0 | 3
13 | COc1ccc(Cl)cc1NC(=O)C(=O)NC1CCCCCC1 | -0.7 | 20 | 5 | -0.7 | 3
14 | CC(=O)c1ccc(NC(=O)c2ccc(C)c(Br)c2)cc1 | 0.7 | 8 | -6 | -0.1 | -6
15 | O=C(c1ccc([N+](=O)[O-])c(CS(=O)(=O)c2ccc(Cl)cc2)c1)N1CCCC1 | 0.4 | 0 | 10 | -1.0 | -2

# | NALP1 inh | MEKK3 PB1 HTS | MEKK2 WT-MEK5 | GalR3 antag
1 | 13 | 100 | 97 | -2
2 | / | 91 | 90 | 0
3 | 10 | 100 | 100 | -3
4 | -9 | 97 | 98 | 1
5 | 17 | 101 | 106 | 1
6 | 1 | 99 | 102 | -9
7 | 21 | 95 | 96 | -2
8 | 15 | 101 | 103 | 1
9 | -18 | 101 | 100 | 8
10 | -8 | 97 | 96 | -7
11 | 11 | 100 | 104 | 5
12 | -15 | 110 | 107 | -2
13 | 1 | 106 | 102 | -5
14 | 12 | 87 | 93 | -3
15 | 21 | 103 | 94 | -2

Some of the entries so far, with one line to a screen.
11) Cc1cc(OC(=O)c2ccccc2C(F)(F)F)c([N+](=O)[O-])c(=O)[nH]1
7) c1ccc(CSc2ccc(-c3cccnc3)nn2)cc1

| assay / entry | 11 | 7 |
| --- | --- | --- |
| V1R ag counter | 0.9 | -0.5 |
| PHOSPHO1 block | 25 | -35 |
| GPR7 antag | -6 | -1 |
| OXTR agonist | 0.6 | -0.6 |
| MEKK2 mut-MEK5 | 0 | -2 |
| NALP1 inh | 11 | 21 |
| MEKK3 PB1 HTS | 100 | 95 |
| MEKK2 WT-MEK5 | 104 | 96 |
| GalR3 antag | 5 | -2 |

(list continues)
# | SMILES | V1R ag counter | PHOSPHO1 block | GPR7 antag | OXTR agonist | MEKK2 mut-MEK5
16 | CCn1nc(C)c(/C=N/NC(=O)Cn2nccc2C)c1C | 1.2 | 19 | -8 | 1.4 | 0
17 | COc1ccc(NC(=O)c2cccnn2)cc1 | -0.4 | 38 | -11 | -0.3 | 3
18 | Cc1cc(NC(=O)CSCc2nc(-c3cccc(F)c3)oc2C)no1 | 1.4 | 9 | -4 | -0.9 | 8
19 | Cc1ccc2c(c1)C1CN(C)CCC1N2C(=O)COc1ccc(N(C)C(=O)c2ccccc2)cc1 (configuration not stated) | 1.9 | -40 | -5 | 0.1 | -3
20 | CN(c1nnc(N)s1)C1CCCCC1 | 0.4 | -6 | 11 | 0.2 | -5
21 | NS(=O)(=O)c1ccc(CCNC(=O)CCCn2c(SCC(=O)N3CCCC3)nc3ccsc3c2=O)cc1 | 0.1 | -8 | -11 | -0.3 | -7
22 | O=C(NNC(=O)C1CCN(Cc2ccc(F)cc2Cl)CC1)Nc1ccc([N+](=O)[O-])cc1 | 0.6 | 32 | -6 | 0.4 | -6
23 | CN(Cc1ccco1)C(=O)c1c[nH]c2ccc(S(=O)(=O)Nc3ccc4c(c3)OCCO4)cc2c1=O | -0.2 | 10 | -5 | -0.8 | -4
24 | CCOc1ccc(S(=O)(=O)N2CCCC(C(=O)Nc3cc(C)cc(C)c3)C2)cc1 (configuration not stated) | -0.5 | 18 | -12 | -1.4 | -4
25 | CSc1ccc(S(=O)(=O)N2CCC(C(=O)NCc3ccco3)CC2)cc1 | 1.9 | 39 | -10 | 2.4 | -3
26 | Cc1cc(O)cc(=O)n1Cc1ccco1 | -0.3 | 26 | 0 | -0.3 | 8
27 | O=C(Nc1nc2cc(Cl)ccc2s1)C1CCCN(S(=O)(=O)c2cccc3cccnc23)C1 (configuration not stated) | -0.7 | -7 | -11 | -0.1 | 2
28 | CCc1ccc(C2=NN(CCC(=O)NC3CC3)C(=O)CC2)cc1 | -0.9 | -2 | -9 | -1.3 | 0
29 | CCC(=O)N(Cc1cc2ccccc2[nH]c1=O)C(C)C | 0.1 | 6 | -2 | -0.1 | 4
30 | CCOc1ccc(-c2nc(C#N)c(N3CCN(C)CC3)o2)cc1 | 1.4 | -10 | -14 | 2.0 | 2

# | NALP1 inh | MEKK3 PB1 HTS | MEKK2 WT-MEK5 | GalR3 antag
16 | 34 | 123 | 100 | -9
17 | 4 | 105 | 105 | -7
18 | 40* | 101 | 105 | 0
19 | -1 | 87 | 98 | -3
20 | 32 | 102 | 94 | 4
21 | -5 | 101 | 104 | -2
22 | 13 | 93 | 91 | -7
23 | 18 | 84 | 84 | 2
24 | -9 | 101 | 93 | -8
25 | -25 | 100 | 98 | -9
26 | 14 | 102 | 109 | -1
27 | 24 | 105 | 105 | /
28 | 26 | 144* | 106 | /
29 | 16 | 100 | 101 | -2
30 | 12 | 101 | 104 | 0

Sorted by the number under GPR7 antag (rising): 3 from the list above.
No.	smiles	GPR7 antag
30	CCOc1ccc(-c2nc(C#N)c(N3CCN(C)CC3)o2)cc1	-14
10	CN(C)/N=C/C=C1\CCC/C(=C/c2cccs2)C1=O	-7
6	CCOC(=O)N1CCN(S(=O)(=O)N2CCCC(C(=O)NCc3ccc(F)cc3)C2)CC1 (configuration not stated)	-4

(more compounds)
# | SMILES | V1R ag counter | PHOSPHO1 block | GPR7 antag | OXTR agonist | MEKK2 mut-MEK5
31 | O=C(CSc1nc2ccccc2[nH]1)Nc1ccc(N2CCOCC2)cc1 | 3.7 | 33 | -9 | 2.6 | 4
32 | Cc1cccc(Cn2c(C(C)O)nc3ccccc32)c1 (configuration not stated) | -0.2 | 0 | -3 | 0.7 | 4
33 | Cc1ccc2c(c1)COc1c3ccc(C(=O)O)cc3nn1-2 | 0.6 | -75 | 3 | -0.3 | -8
34 | COC(=O)c1[nH]c2ccccc2c1NC(=O)Oc1ccccc1 | 0.8 | -5 | -7 | -0.5 | 21
35 | CCc1ccc2[nH]c(=O)c(C(c3nnnn3CCOC)N3CCN(c4ccc(F)cc4)CC3)cc2c1 (configuration not stated) | -0.9 | -13 | -1 | -1.6 | 4
36 | CCCC(=O)N/C(N)=N/c1nc(C)c2cc(C)ccc2n1 | 1.6 | 36 | -16 | -2.6 | 9
37 | COc1ccccc1CNC(=O)C1CCN(S(=O)(=O)c2ccc(N3CCCC3=O)cc2)CC1 | 13 | 12 | -6 | 2.7 | -7
38 | O=C(CN1C(=O)C2CCCCC2C1=O)OCc1nnc(-c2ccccc2)o1 (configuration not stated) | 0.4 | 4 | -5 | -0.5 | 2
39 | CC(=O)OC1OCCOC1NC(=S)Nc1cccc(C(F)(F)F)c1 (configuration not stated) | 0.7 | 27 | -8 | -0.1 | -5
40 | CC(=O)c1ccc(O)c(CSC2=NCCS2)c1 | 0.0 | 47 | 7 | 0.4 | 0
41 | CC1(C)CC(=O)C2=C(C1)N(c1ccccc1)C(N)=C(C#N)C2c1ccsc1 (configuration not stated) | -0.4 | 18 | -2 | -1.7 | 4
42 | COC(=O)c1cc(S(=O)(=O)N2CCC(c3cc(OC)ccc3OC)C2)c[nH]1 (configuration not stated) | 7.2 | 30 | -4 | 11 | 2
43 | CCCCNC(=O)N(CC)c1c(N)n(Cc2ccccc2)c(=O)[nH]c1=O | 1.3 | 16 | -16 | 0.0 | 0
44 | Cc1ccc(C)c(N2CCN(C(=O)Cc3ccc(-n4c(=O)[nH]c5ccsc5c4=O)cc3)CC2)c1 | 5.1 | -17 | -6 | 0.3 | -1
45 | O=C(NCCC(=O)N1CCNC1=O)OCc1ccccc1 | 0.5 | -25 | -10 | 0.6 | 5

# | NALP1 inh | MEKK3 PB1 HTS | MEKK2 WT-MEK5 | GalR3 antag
31 | -4 | 104 | 105 | -1
32 | / | 105 | 106 | -2
33 | 21 | 97 | 99 | -2
34 | 17 | 106 | 106 | -1
35 | 9 | 105 | 100 | -2
36 | 7 | 105 | 107 | -7
37 | 12 | 95 | 98 | -7
38 | 0 | 105 | 102 | -8
39 | 2 | 103 | 93 | -5
40 | 4 | 114 | 103 | 5
41 | 5 | 105 | 103 | -2
42 | 3 | 102 | 106 | 1
43 | 8 | 104 | 100 | 13*
44 | 20 | 99 | 98 | 0
45 | 6 | 101 | 100 | -6

A second format for three compounds above:
Second line of a record – V1R ag counter, PHOSPHO1 block, GPR7 antag, OXTR agonist, MEKK2 mut-MEK5, NALP1 inh, MEKK3 PB1 HTS, MEKK2 WT-MEK5, GalR3 antag
44) Cc1ccc(C)c(N2CCN(C(=O)Cc3ccc(-n4c(=O)[nH]c5ccsc5c4=O)cc3)CC2)c1
    5.1, -17, -6, 0.3, -1, 20, 99, 98, 0
31) O=C(CSc1nc2ccccc2[nH]1)Nc1ccc(N2CCOCC2)cc1
    3.7, 33, -9, 2.6, 4, -4, 104, 105, -1
39) CC(=O)OC1OCCOC1NC(=S)Nc1cccc(C(F)(F)F)c1 (configuration not stated)
    0.7, 27, -8, -0.1, -5, 2, 103, 93, -5

(next part)
# | SMILES | V1R ag counter | PHOSPHO1 block | GPR7 antag | OXTR agonist | MEKK2 mut-MEK5
46 | O=C(NC1CCCCCC1)C1CCC(=O)N(Cc2ccccc2F)C1 (configuration not stated) | 3.7 | 2 | 11 | -0.1 | 0
47 | Cc1ccc(S(=O)(=O)c2cc(C#N)c(=O)[nH]c2N)cc1 | 0.3 | -1 | -6 | 0.6 | 9
48 | COc1ccc(C2NN=C(c3ccc(C)cc3)S2)cc1 (configuration not stated) | 0.5 | 22 | 17 | -0.1 | 2
49 | COC(=O)c1ccc(CO/N=C(\NC(C)=O)c2nonc2NC(C)=O)cc1 | -0.2 | 8 | 7 | -1.2 | 1
50 | Cc1nn(Cc2ccccc2Cl)c(C)c1NC(=O)c1ccn(C)n1 | 1.3 | 11 | 4 | 0.8 | -5

# | NALP1 inh | MEKK3 PB1 HTS | MEKK2 WT-MEK5 | GalR3 antag
46 | 16 | 102 | 108 | -2
47 | 12 | 114 | 114 | -2
48 | -4 | 101 | 98 | -9
49 | 0 | 89 | 89 | 0
50 | 33 | 91 | 92 | -1
